GRIN3A LBD mod: binders of NR3A ligand-binding domain, primary screen, biophysical, differential scanning fluorimetry, uHTS | Glutamate receptor ionotropic, NMDA 3A (GRIN3A) ligand-binding domain | NR3A LBD differential scanning fluorimetry, Tm shift; 0% = protein alone, 100% = glycine-bound protein | Tm shift relative to glycine control, % at 25 µM | 340,000 compounds, 2.5% hits;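 active = melting temperature shift of at least 10% of the positive control shift, at one fixed dose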
HKDC1 inhibitor: HKDC1 hexokinase inhibitors, primary screen, biochemical, fluorescence, uHTS; recombinant HKDC1, G6PDH/diaphorase resazurin coupled fluorescence; 340,000 compounds, 0.16% hits; Q2TB90; inhibition, % at 20 µM;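 active = inhibition above about 35% when tested at 20 µM, limit read from the data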;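 also: plate controls were DMSO wells with enzyme for no effect and DMSO wells lacking enzyme for full effect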
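Test system: HK5 enzyme. Quantity: 5 µg/mL HK5 final. Reagent: glucose and ATP substrates. Schedule: 90 min reaction incubation at room temperature, dark. Technique: resazurin-to-resorufin fluorescence via G6PDH and diaphorase coupling, 525/613 nm. Control set: DMSO wells with and without enzyme mix.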
SENP8 block: human SENP8 protease inhibitors, primary screen, biochemical, fluorescence, Nedd8 protein substrate, uHTS. AID 602440, 2012. inhibition, % at 20 µM. recombinant SENP8. 360,000 compounds, 0.64% hits. Sentrin-specific protease 8 (Homo sapiens), Q96LD8; in the data active = inhibition mostly above about 40%, no sharp cut-off; inactive = mostly below about 27%
Target sequence (Q96LD8 whole entry, looked up): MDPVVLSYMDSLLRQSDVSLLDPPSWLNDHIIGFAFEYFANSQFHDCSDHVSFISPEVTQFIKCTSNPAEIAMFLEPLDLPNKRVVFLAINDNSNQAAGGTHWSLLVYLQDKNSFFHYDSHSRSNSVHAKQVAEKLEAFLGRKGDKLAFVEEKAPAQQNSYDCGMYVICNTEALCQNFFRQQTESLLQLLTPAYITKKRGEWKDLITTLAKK
ATG4B inhibitor: ATG4B protease inhibitors, primary screen, biochemical, fluorescence, uHTS; Cysteine protease ATG4B (Homo sapiens), Q9Y4P1; ATG4B cleavage of LC3-PLA2, NBD-HPC fluorescence, 1 h; inhibition, % at 8.33 µM; 340,000 compounds, 0.51% hits; in the data active = inhibition above about 40%
SENP6 inh: SENP6 protease inhibitors, primary screen, biochemical, luminescence, uHTS; Sentrin-specific protease 6 (Homo sapiens), Q9GZR1; Recombinant SENP6 catalytic domain, aminoluciferin luminescence; inhibition, % at 10 µM; 330,000 compounds, 1.8% hits;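 active = inhibition above about 50% at the single tested dose, limit read from the data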;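 also: plate controls were DMSO wells with enzyme for no effect and DMSO wells lacking enzyme for full effect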
Target sequence (Q9GZR1 628-1112 limits assumed): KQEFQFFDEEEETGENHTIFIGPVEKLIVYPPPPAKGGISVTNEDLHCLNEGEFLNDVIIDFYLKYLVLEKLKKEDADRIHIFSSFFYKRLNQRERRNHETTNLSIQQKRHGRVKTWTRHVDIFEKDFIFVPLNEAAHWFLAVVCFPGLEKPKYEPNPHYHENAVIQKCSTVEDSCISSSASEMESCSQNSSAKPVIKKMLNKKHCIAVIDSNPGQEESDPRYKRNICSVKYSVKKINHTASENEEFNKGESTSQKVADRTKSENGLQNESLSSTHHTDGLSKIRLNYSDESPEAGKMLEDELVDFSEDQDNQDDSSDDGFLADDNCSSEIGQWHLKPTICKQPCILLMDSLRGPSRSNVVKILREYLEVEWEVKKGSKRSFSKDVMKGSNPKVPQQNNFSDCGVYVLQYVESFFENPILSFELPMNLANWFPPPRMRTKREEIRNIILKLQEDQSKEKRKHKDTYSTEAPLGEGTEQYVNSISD
PfGluPho inh: PfG6PD enzyme inhibitors, primary screen, biochemical, fluorescence intensity, uHTS. 350,000 compounds, 0.78% hits. inhibition, % at 20 µM. PfGluPho enzyme, NADPH resazurin-diaphorase fluorescence;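 active = inhibition reaching at least a set limit at 20 µM in the primary screen, cut at about 59% in these data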;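 also: 0% = DMSO wells with substrate and 100% = DMSO wells lacking glucose-6-phosphate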
MPTP block: mitochondrial permeability transition pore inhibitors, primary screen, biochemical, isolated mouse mitochondria, absorbance; inhibition, % at 10 µM; Ca2+ swelling absorbance, 30 min; 360,000 compounds, 1.4% hits; AID 602449, 2012;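 active = inhibition of 50% or more, scaled per plate between neutral and stimulator controls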;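 also: 0% = DMSO wells given calcium and 100% = 1 mM EGTA wells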
SENP7 inh: SENP7 protease inhibitors, primary screen, biochemical, luminescence, uHTS | 330,000 compounds, 1.5% hits | recombinant SENP7, Z-RLRGG-aminoluciferin luminescence, 40 min | inhibition, % at 5 µM | Sentrin-specific protease 7 (Homo sapiens), Q9BQF6;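 active = inhibition above about 50% at the single test dose, limit read from the data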;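 also: plate controls were DMSO with enzyme for no effect and no enzyme buffer wells for full effect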
Target sequence (Q9BQF6 706-1050 limits assumed): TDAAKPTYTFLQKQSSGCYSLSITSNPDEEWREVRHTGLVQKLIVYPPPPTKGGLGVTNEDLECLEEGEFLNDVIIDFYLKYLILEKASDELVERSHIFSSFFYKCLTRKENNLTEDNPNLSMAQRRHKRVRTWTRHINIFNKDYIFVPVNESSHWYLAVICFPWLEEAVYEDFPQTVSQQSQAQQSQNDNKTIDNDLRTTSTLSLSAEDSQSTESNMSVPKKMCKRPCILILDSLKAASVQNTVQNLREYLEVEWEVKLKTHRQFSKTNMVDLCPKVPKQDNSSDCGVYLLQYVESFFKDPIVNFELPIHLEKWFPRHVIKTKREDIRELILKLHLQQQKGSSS
Starred values were filed as active, the others as inactive; nt = no result given. Rows were taken by chance (roughly 6.9% active in at least one column).

SMILES	GRIN3A LBD mod	HKDC1 inhibitor	SENP8 block	ATG4B inhibitor	SENP6 inh	PfGluPho inh	MPTP block	SENP7 inh
CCS(=O)(=O)N1Cc2ccccc2CC1C(=O)N(C)CC(=O)Nc1cccc(F)c1 (stereo not drawn)	1.1	-3.2	-10.6	-11.5	-8.5	0.4	-0.5	2.1
O=C(Nc1cnc2ccccc2c1)N1CCOCC1	2.7	8.0	-64.0	3.1	-35.2	20.6	1.2	3.0
CCOc1cccc(C2/C(=C(/O)c3ccc4c(c3)CC(C)O4)C(=O)C(=O)N2CCN2CCOCC2)c1 (stereo not drawn)	-3.0	2.9	-20.1	4.4	-2.3	-24.4	1.3	-5.3
Cc1ccccc1N1C(=O)Cc2ccccc2C1=O	1.3	-4.8	88.1*	-4.7	66.6*	-5.4	-2.1	37.5
Cc1ccc(S(=O)(=O)N(C)C)cc1NC(=O)c1cncc(Br)c1	-0.8	-3.9	9.3	1.2	-3.0	16.8	-12.7	-3.5
CN(C(=O)c1ccc2c(=O)n3c(nc2c1)CCCCC3)c1ccccc1Cl	-0.4	-4.0	16.0	-2.3	-3.6	2.6	2.6	5.2
Cc1cc(C)cc(NC(=O)Nc2ccccc2N2CCCCC2)c1	1.7	0.1	13.7	-3.8	1.4	9.8	62.9*	3.8
CN(C)C(=O)c1cc2cc([N+](=O)[O-])ccc2s1	-1.1	6.1	25.0	3.2	-15.3	-10.8	1.1	-4.0
CCCSc1nc(SCC(=O)NCc2ccccc2)c2c3c(sc2n1)COC(C)(C)C3	0.9	-0.4	-8.7	5.5	-15.7	-16.2	11.0	-4.9
COc1ccccc1C(=O)Nc1ccc(OCc2nnc3c4ccccc4c(C)nn23)cc1	-4.0	-3.5	1.4	8.0	-0.6	10.4	10.0	-4.1
Cc1ccc(S(=O)(=O)NCCC(=O)OCC(=O)NC(=O)c2cccn2C)cc1	0.4	-3.1	-0.8	-5.8	5.7	-5.8	1.8	2.7
O=C(COC(=O)Cn1cc(C(F)(F)F)ccc1=O)NCc1ccccc1	2.2	-5.1	5.2	-7.9	-1.3	-2.1	-1.0	-2.4
CCOC(=O)/C=C1\NC(C)(C)Cc2cc(OC)c(O)cc21	1.5	-7.5	11.3	-9.9	-7.4	9.1	0.7	14.0
CCN(CC)c1ccc(NC(=O)Nc2ccccc2C(F)(F)F)cc1	0.9	-3.1	36.9	-12.8	9.4	37.1	-2.8	-0.2
COc1cc(OC)c(N(C)S(=O)(=O)c2cccc(C(=O)Nc3nc(C)cs3)c2)cc1Cl	-4.5	-0.3	-5.5	-0.3	-15.7	-1.0	-2.4	9.2
COCC1CCCN(C(=O)c2cc(COc3ccc4ncccc4c3)on2)C1 (stereo not drawn)	1.5	-1.0	-1.0	2.4	-4.8	10.7	95.1*	-8.8
CSc1nc2ccccc2n1Cc1cccc([N+](=O)[O-])c1	-2.9	-4.1	5.5	3.6	-1.0	14.9	2.5	1.4
CN(c1ccc(C(=O)NCc2cccnc2)cc1)S(=O)(=O)c1ccc(Cl)cc1	0.5	-0.5	-1.7	-1.5	2.4	-8.2	0.4	9.2
O=C(CCc1ccccc1)Nc1nc2nc(-c3ccccc3)cc(=O)n2[nH]1	1.4	3.3	-4.2	-1.9	-0.4	-9.7	-0.6	11.2
Cc1ccc(C(=O)N/C(=C\c2ccco2)C(=O)N2CC(C)OC(C)C2)cc1C (stereo not drawn)	3.8	-6.3	0.5	-0.5	-4.8	3.0	-1.7	-5.0
N/C(=N\OC(=O)CCC1CCCCC1)c1ccc([N+](=O)[O-])cc1	-4.1	2.8	8.4	3.8	1.1	-4.9	1.6	2.8
COC(=O)Cc1ccc(OCC(=O)NC2CCCC2)cc1	1.8	0.0	2.1	-3.3	-15.1	-9.3	-1.0	9.5
O=C(c1cccc(S(=O)(=O)N2CCCC2)c1)N(Cc1ccco1)C1CCS(=O)(=O)C1 (stereo not drawn)	0.3	-5.1	7.2	-10.8	11.2	1.3	0.1	5.2
CCOc1ccc(C(=O)NCc2ccncc2)cc1OCC	0.1	-5.1	20.5	-6.7	-4.1	1.7	13.3	7.7
CCOc1ccccc1C(=O)N/N=C/c1coc2ccc(C)cc2c1=O	-3.0	12.3	-34.2	64.9*	2.6	21.4	-2.2	-3.1
SMILES	GRIN3A LBD mod	HKDC1 inhibitor	SENP8 block	ATG4B inhibitor	SENP6 inh	PfGluPho inh	MPTP block	SENP7 inh
Cn1cc(CNCc2ccc(-n3cccn3)cc2)c(-c2ccccc2F)n1	-1.0	-7.2	-47.3	7.6	9.3	-2.6	3.0	0.1
CC(C)(C)NC(=O)COC(=O)CCC(=O)c1cccs1	-1.2	-0.6	5.7	-4.4	-17.2	-17.3	-0.5	-8.5
CCc1ccc(S(=O)(=O)NCCc2cn3ccccc3n2)s1	-0.8	39.4*	-1.0	9.3	-2.7	9.4	2.7	1.8
O=C(Nc1nc(-c2cccs2)c(C(=O)C(F)(F)F)s1)c1ccccc1	6.0	5.2	8.5	1.8	6.9	-6.0	87.8*	-0.9
O=C(Nc1ccc(S(=O)(=O)N2CCOCC2)cc1)c1ccc2ncsc2c1	23.1*	1.2	-21.4	-15.6	18.1	72.8*	1.6	9.7
O=C(/C=C/c1ccc(Cl)cc1Cl)N(Cc1ccccc1)C1CCS(=O)(=O)C1 (stereo not drawn)	-6.0	0.3	15.6	-20.8	2.9	14.8	2.5	1.1
Cn1c(=O)c(C(=O)NCc2ccc(F)cc2)c(O)c2ccccc21	0.6	-8.8	-9.6	-3.4	5.8	-2.7	3.4	-2.2
CC(C)(C)c1ccc(C(=O)NCC(=O)NNC(=O)c2ccccc2O)cc1	-0.4	-2.1	-478.8	5.0	-2.5	-43.6	2.0	-4.8
Cc1cc(C)nc(SCC(=O)Nc2cc(C)on2)n1	0.9	11.2	20.2	3.8	8.8	4.8	1.0	1.1
Cc1c(NS(=O)(=O)c2cccc(C(=O)OCC(=O)N(C)C3CCCCC3)c2)c(=O)n(-c2ccccc2)n1C	-1.2	-0.7	12.4	-25.8	-9.6	-11.7	0.1	1.6
O=C1CC(/C=C/c2ccccc2)=Nc2ccccc2N1	-1.9	12.7	-46.3	-1.2	66.7*	-1.5	-0.2	49.6
Cc1sc2nc[nH]c(=O)c2c1-c1ccc(Cl)cc1	-3.0	-2.9	-0.8	3.3	-12.1	-2.4	1.0	-10.2
CC(Sc1nc(C(F)(F)F)nc2ccccc12)C(=O)NC1CCCC1 (stereo not drawn)	-2.2	-3.9	9.2	-6.5	-5.8	-3.4	0.8	-2.7
Nc1ncnc2c1ncn2[C@H]1CC[C@@H](CO)O1	0.1	-4.0	6.7	2.0	-2.2	5.5	-0.8	0.8
COCCCn1c(-c2ccccc2Cl)n[nH]c1=S	0.9	-2.6	27.9	2.4	-12.5	21.8	1.5	-3.2
C[C@@H](C(=O)Nc1ccc2c(c1)OCO2)n1c(=O)[nH]c2ccccc2c1=O	-4.4	6.5	24.9	8.4	-11.1	15.8	-2.0	4.5
NC(=O)c1ncc(C(F)(F)F)cc1Oc1cccc(F)c1	3.9	-9.3	12.4	10.8	-14.9	11.4	0.8	6.3
COC(=O)c1c(C(=O)OC)c(-c2ccc(C)cc2)n2c1CS(=O)C2 (stereo not drawn)	-0.2	-2.7	17.9	-9.7	8.1	0.0	-6.8	-0.2
O=C(Nc1c(C(=O)N2CCOCC2)cnn1-c1ccccc1)c1ccc(F)cc1	-0.9	0.5	15.4	2.5	-7.3	-9.9	-1.3	-6.9
Cc1ccc(CNC(=O)c2ccc(NS(=O)(=O)c3cccs3)cc2)cc1	-4.4	-6.5	4.1	-1.1	-0.9	-18.3	-0.3	7.3
CC(CC(=O)Nc1ccc(F)cc1F)S(=O)(=O)c1ccc2c(c1)NC(=O)CO2 (stereo not drawn)	-1.2	-7.2	13.6	6.5	2.9	4.5	-0.6	-3.5
CC(C)[C@H](NS(=O)(=O)c1ccccc1)C(=O)OCC(=O)NCc1ccc2c(c1)OCO2	2.0	-4.2	4.1	-2.5	-22.5	-4.0	0.4	-6.0
O=c1c2ccccc2oc2ccc(-c3ccc4[nH]ccc4c3)cc12	18.4*	3.2	-81.3	10.6	53.4*	-1.1	0.7	47.6
O=S(=O)(c1cccc2cccnc12)N1CCCCC1	-0.3	-1.9	3.0	-0.1	7.6	8.6	-0.6	-2.6
Cc1c(O)c(=O)n(-c2ccccc2)n1C	-2.2	-7.8	12.4	-4.8	3.1	9.6	-2.2	1.8

Sorted by length of the SMILES (rising): some entries from above.
SMILES	GRIN3A LBD mod	HKDC1 inhibitor	SENP8 block	ATG4B inhibitor	SENP6 inh	PfGluPho inh	MPTP block	SENP7 inh
O=C1CC(/C=C/c2ccccc2)=Nc2ccccc2N1	-1.9	12.7	-46.3	-1.2	66.7*	-1.5	-0.2	49.6
Nc1ncnc2c1ncn2[C@H]1CC[C@@H](CO)O1	0.1	-4.0	6.7	2.0	-2.2	5.5	-0.8	0.8
NC(=O)c1ncc(C(F)(F)F)cc1Oc1cccc(F)c1	3.9	-9.3	12.4	10.8	-14.9	11.4	0.8	6.3
O=c1c2ccccc2oc2ccc(-c3ccc4[nH]ccc4c3)cc12	18.4*	3.2	-81.3	10.6	53.4*	-1.1	0.7	47.6

The main list resumes; the two compounds before the break are reprinted first.
SMILES	GRIN3A LBD mod	HKDC1 inhibitor	SENP8 block	ATG4B inhibitor	SENP6 inh	PfGluPho inh	MPTP block	SENP7 inh
O=S(=O)(c1cccc2cccnc12)N1CCCCC1	-0.3	-1.9	3.0	-0.1	7.6	8.6	-0.6	-2.6
Cc1c(O)c(=O)n(-c2ccccc2)n1C	-2.2	-7.8	12.4	-4.8	3.1	9.6	-2.2	1.8
CCOc1ccc(CCNC(=O)c2cc3ccccn3n2)cc1OCC	-2.9	9.1	8.5	-5.8	-5.8	2.6	2.1	-6.2
COC(=O)Cc1cc(=O)[nH]c(/N=C(\N)Nc2ccccc2C)n1	0.1	2.0	12.0	6.5	-16.4	-8.1	0.8	-10.3
CC(=O)c1ccccc1NC(=O)C1CC(=O)N(c2ccc3c(c2)OCCO3)C1 (stereo not drawn)	-0.3	0.2	5.1	-12.9	-15.7	8.2	2.7	3.1
COC(CNC(=O)C(=O)Nc1ccc2c(c1)N(S(=O)(=O)c1cccs1)CCC2)OC	-0.4	4.8	21.2	0.0	0.1	46.3	-1.2	-10.0
CCCS(=O)(=O)N1CCC(C(=O)NCCc2ccc(C)cc2)CC1	1.6	-3.8	28.9	-2.8	-6.5	11.2	0.7	3.5
O=C(CN1C(=O)NC(CCc2ccccc2)C1=O)N1CCCCCC1 (stereo not drawn)	1.7	-0.7	4.8	-1.0	-12.9	8.0	1.8	-8.5
CC(C)c1ccc(C2NC(=O)CCC2[N+](=O)[O-])cc1 (stereo not drawn)	-0.8	-8.3	15.2	-11.2	8.0	-1.3	3.1	5.6
CC(=O)c1sc(NC(=O)c2cccc(C)c2)nc1C	-0.5	0.8	-12.8	-0.6	66.7*	12.2	2.7	62.8*
CCN(C(=O)c1cn(CC)c(=O)c2cc(OC)c(OC)cc12)c1ccccc1C	-1.3	-0.2	2.8	-14.8	-15.8	3.0	-0.9	-4.8
CNC(=O)COC(=O)/C=C/c1ccco1	1.6	-10.1	17.2	-0.9	-24.0	-16.8	-0.7	-4.7
CC1CCN(c2c(NCC3CCC(C(=O)NCCc4ccccc4)CC3)c(=O)c2=O)CC1 (stereo not drawn)	-0.9	9.1	20.0	9.2	10.2	-20.2	-1.9	6.6
CC[C@]12c3[nH]c4cc(-c5ccco5)ccc4c3CCN1C(=O)[C@@H](CC(=O)NC/C=C(\C)CCC=C(C)C)C[C@@H]2C(=O)N1CCN(C(=O)C2CC2)CC1	-1.1	6.2	-369.8	nt	nt	38.7	-1.0	-9.7

Assay outcomes from PubChem.
